14-3-3 Bad PPI – disrupts binding of bovine 14-3-3 zeta to phospho-Bad peptide. inhibition, % at 21.7 µM. P63103. hit rate 0.71% among 220,000. TR-FRET 14-3-3zeta/Dy647-pBad peptide displacement, 1 h;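 active = inhibition above about 70%, limit read from the data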;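 also: 0% = full 14-3-3 plus peptide FRET controls and 100% = background without 14-3-3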
hK5 inh – inhibitors of human kallikrein 5; Q9Y337; recombinant hK5, fluorogenic AMC substrate cleavage; inhibition, % at 5 µM; hit rate 0.59% among 210,000; AID 873;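 active = inhibition of 40% or more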;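 also: 0% = enzyme controls without compound and 100% = no-enzyme blanks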
Furin inhibitor – blocks human furin protease activity; purified furin, fluorogenic substrate cleavage; inhibition, % at 30 µM; hit rate 0.061% among 220,000; in the data active = inhibition above about 25%; also: inactives centre near -15
Target sequence (P09958 108-714 limits assumed): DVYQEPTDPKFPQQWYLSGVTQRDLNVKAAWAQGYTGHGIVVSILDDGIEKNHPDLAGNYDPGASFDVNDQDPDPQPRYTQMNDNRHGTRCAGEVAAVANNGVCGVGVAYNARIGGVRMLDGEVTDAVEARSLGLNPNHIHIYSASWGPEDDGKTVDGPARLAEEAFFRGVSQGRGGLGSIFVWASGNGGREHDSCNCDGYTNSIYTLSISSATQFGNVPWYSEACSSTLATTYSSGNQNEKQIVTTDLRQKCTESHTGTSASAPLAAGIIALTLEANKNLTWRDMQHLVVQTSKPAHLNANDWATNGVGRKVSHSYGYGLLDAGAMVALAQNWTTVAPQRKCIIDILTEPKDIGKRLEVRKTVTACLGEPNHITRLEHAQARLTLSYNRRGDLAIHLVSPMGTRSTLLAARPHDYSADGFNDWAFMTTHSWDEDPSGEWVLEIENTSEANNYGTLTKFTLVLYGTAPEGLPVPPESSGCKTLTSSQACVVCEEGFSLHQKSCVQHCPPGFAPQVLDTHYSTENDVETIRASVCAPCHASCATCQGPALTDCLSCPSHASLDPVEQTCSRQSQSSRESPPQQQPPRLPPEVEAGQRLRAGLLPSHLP
eIF4E-4G inh – inhibitors of eIF4E and eIF4G interaction in translation initiation | P63073+Q04637 | TR-FRET eIF4E-eIF4GI(517-606) binding, 2 h | inhibition, % at 21.7 µM | hit rate 0.37% among 220,000;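 also: 0% = full FRET control wells and 100% = background wells lacking eIF4GI fragment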
Rad51 HR inh – Rad51 (human) homologous recombination inhibition | hRad51 DNA strand exchange, fluorescence dequenching | inhibition, % at 10 µM | hit rate 0.085% among 200,000 | AID 1385;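 active = inhibition above 40% at the single screening dose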;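 also: 0% = DMSO control wells and 100% = blanks with heterologous ssDNA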
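Test system: preformed human Rad51 ssDNA filaments; also added: Donor/quencher-labelled 47-bp dsDNA substrate; doses: 10 µM final, single point; times: 37 °C 15-min filament assembly, 30-min compound preincubation, 15-min exchange; detection: FRET fluorescence dequenching, excitation 485 nm, emission 520 nm; read-out basis: Fluorescence-based percent inhibition, control- and blank-normalised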
NCF1 inh – blocks human p47phox regulatory protein of NADPH oxidases | inhibition, % at 24.7 µM | hit rate 0.53% among 220,000 | AID 1274 | P14598 | p47phox/p22phox peptide binding, fluorescence polarization, 2 h;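 also: 0% = p47phox with labelled peptide and 100% = labelled peptide alone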
Thrombin inh – inhibitors of human thrombin; alpha-thrombin, Boc-VPR-AMC fluorogenic substrate cleavage; inhibition, % at 5 µM; hit rate 0.26% among 220,000; AID 1046;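 active = inhibition at or above 40%; inactive = inhibition below 40%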;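 also: 0% = enzyme with no compound and 100% = wells without enzyme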
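Material: human alpha-thrombin enzyme / Medium: pH 7.5 Tris (50 mM) with NaCl 150 mM, Tween 20 0.05% / Compound: single-point dosing at 5 µM, 0.2% DMSO / Incubation: enzyme reaction carried out at room temperature / Detection: AMC fluorescence, 355/460 nm / Read-out basis: percent inhibition scaled between no-compound controls and no-enzyme blanks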
KCC2 mod – modulates chloride dependent transport by human KCC2. B-score of Tl+ flux slope (higher = more flux/activation; lower = inhibition) at 10 µM. hit rate 2.2% among 190,000. KCC2 cells, thallium flux FluoZin-2 fluorescence. Q9H2X9;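 active = thallium flux slope and its plate-corrected score both differing from the plate sample mean at a set confidence after two filtering rounds, in either direction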;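 also: slope of fluorescence scaled to starting intensity during 10 to 20 s after thallium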
EBV gp42 inh – inhibitors of Epstein-Barr virus glycoprotein 42 | inhibition, % (tested at 21.74 µM) | AID 1085 | hit rate 0.42% among 220,000 | Fluorescence polarization binding assay, mP read-out | Q1HVG2; in the data active = inhibition above about 50%
Target sequence (Q1HVG2 whole entry, looked up): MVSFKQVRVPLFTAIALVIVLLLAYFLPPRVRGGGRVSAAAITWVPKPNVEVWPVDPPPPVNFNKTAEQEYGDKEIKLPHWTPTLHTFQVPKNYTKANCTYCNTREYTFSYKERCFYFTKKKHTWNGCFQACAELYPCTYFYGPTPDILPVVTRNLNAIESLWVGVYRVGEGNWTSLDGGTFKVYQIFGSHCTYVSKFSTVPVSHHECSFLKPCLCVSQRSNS
* = called active by the depositor; nt = no result given; [ ] = dose if it differs, or a comment.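 The calls were made as follows, unless noted: active = inhibition above about 30% (limit read from the data); inactive = the rest.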

Molecule	14-3-3 Bad PPI	hK5 inh	Furin inhibitor	eIF4E-4G inh	Rad51 HR inh	NCF1 inh	Thrombin inh	KCC2 mod	EBV gp42 inh
CCc1cccc(Nc2c([N+](=O)[O-])cc(C(=O)N3CC(=O)Nc4ccccc43)cc2[N+](=O)[O-])c1	2	-5	-17	3	-9	-3	-6	0.4	19
CCC(=O)Nc1nnc(-c2cccs2)s1	10	-4	-29	7	4	0	-5	0.76	2
CCOc1ccc(CSC(=N)N)cc1	14	-6	-14	-3	12	-2	0	0.5	-7
Cc1nnc(SCc2nnc(-c3ccccc3)o2)n(N)c1=O	-5	7	-10	1	-1	-19	-3	1.2	-10
COc1ccc(OCC(O)CNC(=O)c2c(-c3ccccc3)noc2C)cc1 (stereo unspecified)	-4	-5	-8	1	9	-6	0	-0.007	-20
Fc1ccc(Br)cc1C1C=C(c2cccnc2)Nc2ncnn21 (stereo unspecified)	2	-6	-10	-1	5	-1	3	nt	9
CCn1c(N2CCN(C(=S)NCC(C)C)CC2)nc2ccccc21	7	0	-18[20 µM]	-1	-2	-1	1	nt	-7
Cc1ccc(CSc2nnc(SCC(=O)N/N=C/c3c(C)nn(-c4ccccc4)c3C)s2)cc1	-5[fluorescence artefact?]	-3	-15	3	3	-6	-3	-2.2	-2
CN1C(=O)c2oc3ccccc3c(=O)c2C1c1ccccn1 (stereo unspecified)	14	15	-7[20 µM]	-6[fluorescence artefact?]	-5	-9	2	0.85	-3
Cc1oc2c(C)c3oc(=O)c4c(c3cc2c1C)CCCC4	3	17	-15	2	0	0	4	nt	-4
Cc1cc(C)c(NC(=S)N(CCN(C)C)Cc2cccs2)c(C)c1	-6	-19	-21	-1	6	-4	3	0.19	-9
COc1ccc(C(=O)N2CCN(C(=O)CC(C)C)CC2)cc1OC	-9[fluorescence artefact?]	3	-4	-4	11	-5	3	0.97	5
Clc1ccc(CN2C3=NCCCN3c3ccccc32)cc1	2	5	-11	0	nt	0	-2	nt	-8
Cc1cc(C)nc(S/C=C/C(=O)c2ccccc2)n1	2	-10	-1	1	-12	7	-10	-1.8	-3
O=C(C1=C[C@@H](c2csc3ccccc23)C[C@@H](OCc2ccc(CO)cc2)O1)N1CCN(Cc2ccccc2)CC1	2	4	-23	-2	6	nt	-4	0.43	-21
CCOC(=O)c1c(C)n(CC(COC(C)=O)OC(C)=O)c2ccc(OC(C)=O)cc12 (stereo unspecified)	6	-2	-25	-4	3	-5	1	-0.06	-2
Fc1ccc(CN2CCCN(C(=S)Nc3ccc(F)cc3)CC2)cc1	-6	-9	-22	4	8	-8	-2	-1.2	-11
CC(=O)N=c1sccn1CC(=O)c1ccc([N+](=O)[O-])cc1	8	-3	-8[20 µM]	0	nt	-2	-6	nt	-13
CCCCn1c(SCC(=O)N2CCN(c3ccccc3)CC2)nc2ccsc2c1=O	-5	5	-25	-8	8	-7	-2	-2.9	11
CC(NC(=O)CSC1=NCCS1)c1ccccc1 (stereo unspecified)	4	-11	-15	2	1	3	-9	0.68	-7
Cc1ccc(S(=O)(=O)c2nc(NCCN(C)C)sc2Cl)cc1	-3[fluorescence artefact?]	-2	-1[20 µM]	-6[fluorescence artefact?]	-2	6	4	nt	-11
CC(=O)c1cccc(NC(=O)NCc2cccs2)c1	2	-8	-18[20 µM]	4[fluorescence artefact?]	0	-14	-7	0.35	-7
COc1ccc(CCNC(=O)N2CCOCC2)cc1	-3[fluorescence artefact?]	-3	-16[20 µM]	-2	6	15	3	-0.041	-7
Cc1ccc(C)c(CSC2=NCCN2C(=O)Cc2ccc([N+](=O)[O-])cc2)c1	0	-7	-17	1	-4	-39	-4	0.035	-53
CCCc1nc(SCC(=O)Nc2ccc(S(=O)(=O)N(C)C)cc2)c2ccccc2n1	-15[fluorescence artefact?]	-15	-7	1	-6	-4	-11	-0.25	1
CCOC(=O)C1=C(CC)Nc2ccccc2N=C1NC(=O)c1cccc(S(=O)(=O)N2CCCC2)c1	-1	-18	1	5	9	-47	-1	-0.19	-13
Nc1nc(SCC(=O)Nc2ccc([N+](=O)[O-])cc2Br)n[nH]1	-4	-8	-5	1[fluorescence artefact?]	nt	-10	1	0.79	-14
OCCNCc1ccc(OC2CCCC2)cc1	-9	-36	-23[20 µM]	-9	4	4	-6	0.4	-2
Cc1cccc(NC(=O)C2CC(=O)n3cnnc3S2)c1 (stereo unspecified)	7[fluorescence artefact?]	14	-25[20 µM]	-3[fluorescence artefact?]	7	26	4	0.47	-27
O=C(c1cnn(C(=O)c2ccc(O)cc2)c1)c1ccccc1O	-19	42*	-6	6	-10	0	12	-1.2	-4

Fetched one by one from the list above:
Molecule	14-3-3 Bad PPI	hK5 inh	Furin inhibitor	eIF4E-4G inh	Rad51 HR inh	NCF1 inh	Thrombin inh	KCC2 mod	EBV gp42 inh
CC(NC(=O)CSC1=NCCS1)c1ccccc1 (stereo unspecified)	4	-11	-15	2	1	3	-9	0.68	-7
Cc1ccc(S(=O)(=O)c2nc(NCCN(C)C)sc2Cl)cc1	-3[fluorescence artefact?]	-2	-1[20 µM]	-6[fluorescence artefact?]	-2	6	4	nt	-11
CCCCn1c(SCC(=O)N2CCN(c3ccccc3)CC2)nc2ccsc2c1=O	-5	5	-25	-8	8	-7	-2	-2.9	11

hK5 inh: entries above that show a hit.
SMILES | 14-3-3 Bad PPI | hK5 inh | Furin inhibitor | eIF4E-4G inh | NCF1 inh | Thrombin inh | KCC2 mod | EBV gp42 inh
O=C(c1cnn(C(=O)c2ccc(O)cc2)c1)c1ccccc1O | -19 | 42* | -6 | 6 | 0 | 12 | -1.2 | -4

Returning to the listing, repeating the two entries before the break.
Molecule	14-3-3 Bad PPI	hK5 inh	Furin inhibitor	eIF4E-4G inh	Rad51 HR inh	NCF1 inh	Thrombin inh	KCC2 mod	EBV gp42 inh
Cc1cccc(NC(=O)C2CC(=O)n3cnnc3S2)c1 (stereo unspecified)	7[fluorescence artefact?]	14	-25[20 µM]	-3[fluorescence artefact?]	7	26	4	0.47	-27
O=C(c1cnn(C(=O)c2ccc(O)cc2)c1)c1ccccc1O	-19	42*	-6	6	-10	0	12	-1.2	-4
C=CCn1c(SCCOc2ccc(OC)cc2)nnc1C(C)NC(=O)c1ccc(OC)cc1 (stereo unspecified)	-4[fluorescence artefact?]	3	-6[20 µM]	2[fluorescence artefact?]	-13	-7	-1	nt	-8
Cc1ccc(NC2=C(NCCO)C(=O)c3ccccc3C2=O)cc1	-2	-11	-27	0	1	-4	-4	-0.47	-7
FC(F)(F)c1nc(SCc2ccc(Cl)cc2Cl)n[nH]1	-2	-2	-10	0	10	-5	2	-5.5	4
Cn1c(-c2ccc(F)cc2)cnc1SCC(=O)NNC(=O)Cc1ccccc1	-13	-3	-6	2	nt	0	1	-2.4	7
O=C(O)c1cc(S(=O)(=O)N2CCCCC2)ccc1F	28	11	-16	-4[fluorescence artefact?]	-4	8	-8	0.076	12
O=C(C1CCCN(S(=O)(=O)c2ccc(F)cc2)C1)N(Cc1cccs1)C1CC1 (stereo unspecified)	2	3	-13	0	1	-4	1	-1.2	-5
COc1ccc(/C=N/NC(=S)Nc2cc(S(=O)(=O)N3CCOCC3)ccc2N2CCOCC2)cc1O	-1	-6	-18	-8	nt	-10	-1	-1.2	-1
O=C(NC(=S)Nc1ccccc1N1CCN(C(=O)c2ccccc2)CC1)c1cccs1	-5	-2	-23	-5	-6	-18	-5	-0.4	-12
COc1ccccc1N1C(=O)c2cccc3c(C(=O)O)ccc(c23)C1=O	44	-6	-4[20 µM]	4	5	3	1	0.058	-24
Cn1c(=O)c2c(nc(NC3CCCCC3)n2CC(O)COc2ccccc2)n(C)c1=O (stereo unspecified)	0	-6	-7	1	7	-12	-3	nt	0
CCOc1cc(C(=O)Nc2cc(C)ccc2OC)ccc1OCC(=O)N1CCCCC1	11[fluorescence artefact?]	-2	-4	4	nt	-12	-2	-0.91	5
COc1ccc2c(c1)CCc1cn3ncc(C#N)c3nc1-2	-2	0	-30	0	nt	-35	-16	nt	-19
COc1ccc(Cl)cc1-c1nc(SCC(=O)NC(C)C)n[nH]1	-13	-2	-36	-3	-9	-1	-2	-0.87	-13
CCOCc1nnc(NC(=O)c2cc(Cl)ccc2OC)s1	19[fluorescence artefact?]	-9	-9[20 µM]	8	-3	5	2	-0.54	5
CCOc1ccc(-n2c(SCc3cc(=O)oc4cc(C)c(C(C)C)cc34)nnc2-c2cccnc2)cc1	-4	-28	-11	-4	nt	-10	-8	-1	4
COC(=O)C1C(=O)NCC1c1ccc(OC)cc1 (stereo unspecified)	8[fluorescence artefact?]	8	-21[20 µM]	8[fluorescence artefact?]	-2	-3	3	nt	-6
N#Cc1nc(-c2cccs2)oc1N1CCOCC1	17	-430	-176[20 µM]	13	-4	-13	-12	0.38	-12
CCCCN(CC)C(=O)Cc1ccccc1OC	-3[fluorescence artefact?]	1	-19[20 µM]	13[fluorescence artefact?]	7	-12	0	0.12	-10
Cc1ccc(-c2[nH]ncc2/C=N/n2c(COc3ccccc3)nc3ccccc3c2=O)cc1	19[fluorescence artefact?]	-5	5	2	-7	11	-10	-0.042	9
CCc1ccc(OC)c(-c2csc(N)n2)c1	-21	-1	-24	1	-9	-9	-5	-3	-6
C[C@@H]1C(=O)O[C@H]2[C@H]1CC[C@@]1(C)C(=O)C=C[C@@](C)(O)[C@H]21	-4	-2	-24	-2	-5	6	-4	0.89	-9
CCCCC1=CC2=CC(=O)C(C)(OC(=O)CC)C(=O)C2=CN1Cc1ccccc1 (stereo unspecified)	-5	1	-8	0	0	-9	-2	-0.7	-7
CN(C)S(=O)(=O)c1ccc(NC(=S)NC(=O)Cc2ccccc2)cc1	-8	1	-18	-5	-10	1	-11	-0.00078	-1
CC(C)(C)CN1C(N)=NC[C@@H]1Cc1ccc(O)cc1	-2	-1	-21	3	3	-3	-9	-0.24	-5
CC(C)C(C)(C#N)NC(=O)CSc1nc2scc(-c3ccccc3)c2c(=O)[nH]1 (stereo unspecified)	-2	-6	-22	2[fluorescence artefact?]	nt	-16	-4	-2.4	-4
COC(=O)N/N=C/c1cn(CCOc2ccccc2)c2ccccc12	4	-3	-20	8	nt	-17	-12	-1.1	-19
CCOC(=O)c1n[nH]c(=O)c2ccccc12	1	nt	-19	4	nt	2	1	0.43	-15
COCCOC(=O)C1=C(C)N=C2SCCC(=O)N2C1/C=C/c1ccccc1 (stereo unspecified)	11	-13	-14	4	3	-12	4	1.1	11
